Compound activity (PubChem)
USP2a inh = blocks human ubiquitin-specific protease USP2a | USP2 core, Ub-CHOP2 coupled fluorogenic reporter, 485/531 | Potency, µM (titrated, usually from 38.3 µM), for inactives: at the highest dose activity change, negative = inhibition, hits mostly inhibitors | 0.01% of 330,000 active;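 also: potency is read from the fitted curve at half-maximal effect; plate controls were DMSO wells for no effect and full inhibition by NEM control for full effect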
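USP2 core (10nM final) preincubated 30min RT with compound in 20mM Tris-HCl pH 8.0, 2mM CaCl2, 2mM beta-mercaptoethanol, 0.05% CHAPS; 25nM Ub-CHOP2 plus 25nM reporter substrate added, fluorescence (Ex485/Em531) read after 60min.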
TSHR antag = blocks TSH signaling through the human TSH receptor; P16473; TSHR-expressing cells, TSH-stimulated cAMP HTRF, 2 h; stronger effect = lower value; activity change, negative = inhibition, % at 11.5 µM; 0.2% of 330,000 active; AID 504810;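 active = activity change below a set negative limit, meaning inhibition stronger than a set level, cut at about -70% in these data; inconclusive = activity change between two set negative limits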; also: % is scaled to controls: 0 for no effect and ±100 for the full control effect
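TSHR-expressing cells, 200/well, pre-treated with compound, then stimulated with EC80 TSH (4nM final) for 2 hours at 37 deg C. cAMP measured by competitive HTRF: anti-cAMP cryptate antibody in lysis buffer plus cAMP-d2, read after 30 minutes at room temperature.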
KCNH2 WT inh = inhibitors of human wildtype KCNH2 potassium channel | activity change, % at 1.84 µM | U2OS, BacMam KCNH2, thallium flux FluxOr; stronger effect = lower value | Q12809 | AID 720551 | 0.37% of 340,000 active;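 active = maximum activity change below -70%; inconclusive = maximum activity change between -70% and -50%; inactive = maximum activity change above -50%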; also: % is scaled to controls: 0 for no effect and ±100 for the full control effect
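U2OS cells transduced with wild-type KCNH2 virus are loaded with FluxOr dye for 45 min, and thallium flux is measured in kinetic reads before and after stimulation buffer. Rate constants are normalized to DMSO controls.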
GALK inhibitor = blocks human galactokinase activity; P51570; Purified GALK, Kinase-Glo residual ATP luminescence; Potency, µM (highest dose often 57.5 µM), for the others: top-dose activity change, negative = inhibition, usual class: inhibitors; 0.007% of 270,000 active; AID 1868; also: potency is read from the fitted curve at half-maximal effect; % is scaled to controls: 0 for no effect and ±100 for the full control effect
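Human GALK (5 nM) with 35 uM ATP and 100 uM galactose in 20 mM HEPES pH 8.0, 5 mM MgCl2, 60 mM NaCl, 1 mM DTT, 0.01% BSA. After 1 h at room temperature, leftover ATP was read by Kinase-Glo Plus luminescence.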
Menin-MLL TR inh = inhibitors of human menin-MLL interaction, mutant MLL peptide. 0.23% of 270,000 active. Menin + Texas Red MLL mutant peptide, fluorescence polarization. Potency, µM (highest dose often 61.6 µM), for the others: top-dose FP activity change, negative = inhibition, most hits filed as inhibitors. AID 1768; active = well fitted inhibition curve with a large enough effect in the polarisation, with a control signal flat, not every such curve was filed as active; inconclusive = small, poorly fitted or top-dose-only effect, or effect the other way, or a change in a side signal; inactive = no such curve, though single readings can be large or run the other way; the % refers to the polarisation; also: potency is read from the fitted curve at half-maximal effect; % of control where 0% means no effect; many of its hits are not listed in these tables
MBNL1-CUG inh = blocks human MBNL1 binding to CUG repeat RNA | TR-FRET MBNL1-His/biotin-(CUG)12 binding, 665/545 ratio | AID 2675 | 0.036% of 280,000 active | Potency, µM (top dose mostly 57.5 µM), for the others: top-dose activity change, negative = inhibition, usual class: inhibitors; active = well fitted inhibition curve with a large enough effect in the signal ratio, with a control signal flat, not every such curve was filed as active; inconclusive = small, poorly fitted or top-dose-only effect, or effect the other way, or a change in a side signal; inactive = no such curve, though single readings can be large or run the other way; the % refers to the signal ratio; also: potency is read from the fitted curve at half-maximal effect; % is scaled to controls: 0 for no effect and ±100 for the full control effect
Target sequence (Q9NR56 whole entry, looked up): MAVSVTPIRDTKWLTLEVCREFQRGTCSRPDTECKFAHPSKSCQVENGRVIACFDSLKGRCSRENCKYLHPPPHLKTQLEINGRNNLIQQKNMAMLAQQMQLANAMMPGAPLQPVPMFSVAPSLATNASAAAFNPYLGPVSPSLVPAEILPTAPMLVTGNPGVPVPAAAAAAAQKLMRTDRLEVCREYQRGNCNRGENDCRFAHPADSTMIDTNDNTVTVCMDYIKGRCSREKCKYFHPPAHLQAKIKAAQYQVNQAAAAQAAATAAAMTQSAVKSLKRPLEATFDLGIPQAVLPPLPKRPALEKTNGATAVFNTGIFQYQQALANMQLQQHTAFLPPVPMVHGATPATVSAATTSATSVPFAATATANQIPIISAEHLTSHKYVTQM
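TR-FRET between His-tagged MBNL1 and biotin-(CUG)12 RNA, detected with Tb anti-His antibody (0.055 ng/ul) and streptavidin-XL665 (5 nM), 60 min at room temperature. Compounds titrated 92 nM to 58 uM; 665/545 nm ratio normalized to buffer and complex controls.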
Mito fusion act = blocks mitochondrial division or promotes mitochondrial fusion. S. cerevisiae fusion-defective mutant growth rescue, CellTiterGlo 48 h. 0.23% of 320,000 active. Potency, µM (doses to about 46.1 µM), inactives show top-dose growth rescue (activation), hits mostly activators;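 also: potency is read from the fitted curve at half-maximal effect; % of control where 0% means no effect; nearly all actives have a fitted effect of over 45% in size; temperature-sensitive fusion mutants such as fzo1-1 at 37 °C on non-fermentable ethanol glycerol medium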
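Temperature-sensitive fusion-defective S. cerevisiae (e.g. fzo1-1, mgm1-5) were grown with compound in YPEG medium (3% ethanol, 3% glycerol) for 48 hours at 37C. Growth rescue was measured as viability by CellTiterGlo luminescence after 10 minutes at ambient.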
Chronic BCR inh = blocks chronic active B-cell receptor signaling; ABC-DLBCL IkBa-CBG/CBR reporter, luminescence ratio, 4 h; Potency, µM (doses to about 46.1 µM), for inactives: at the top dose ratio change, negative = lower green/red ratio, hits mostly inhibitors; 0.05% of 340,000 active; active = well fitted inhibition curve with a large enough effect in the signal ratio, with a control signal flat, not every such curve was filed as active; inconclusive = small, poorly fitted or top-dose-only effect, or effect the other way, or a change in a side signal; the % refers to the signal ratio;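 also: potency is read from the fitted curve at half-maximal effect; plate controls were basal doxycycline-induced cells for no effect and cells given 10 µM MG132 for full effect; MG132 reads +100%, hits lower the ratio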
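Concentration-response series (up to 46 uM) were applied to TMD8 dual-reporter cells for 4 h at 37C with doxycycline. Green/red ratio, after filter-overlap correction, defined %Activity; red signal alone was normalised to basal cells and zero luminescence.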
Eya2 inh = Eya2 (human) phosphatase inhibition; recombinant Eya2, OMFP fluorescence dephosphorylation (OMFP is methylfluorescein phosphate); Potency, µM (top dose mostly 76.9 µM), for the others: at the top dose activity, negative = inhibition, most hits filed as inhibitors; 0.006% of 330,000 active; also: potency is read from the fitted curve at half-maximal effect; % is scaled to controls: 0 for no effect and ±100 for the full control effect
Target sequence (O00167 whole entry, looked up): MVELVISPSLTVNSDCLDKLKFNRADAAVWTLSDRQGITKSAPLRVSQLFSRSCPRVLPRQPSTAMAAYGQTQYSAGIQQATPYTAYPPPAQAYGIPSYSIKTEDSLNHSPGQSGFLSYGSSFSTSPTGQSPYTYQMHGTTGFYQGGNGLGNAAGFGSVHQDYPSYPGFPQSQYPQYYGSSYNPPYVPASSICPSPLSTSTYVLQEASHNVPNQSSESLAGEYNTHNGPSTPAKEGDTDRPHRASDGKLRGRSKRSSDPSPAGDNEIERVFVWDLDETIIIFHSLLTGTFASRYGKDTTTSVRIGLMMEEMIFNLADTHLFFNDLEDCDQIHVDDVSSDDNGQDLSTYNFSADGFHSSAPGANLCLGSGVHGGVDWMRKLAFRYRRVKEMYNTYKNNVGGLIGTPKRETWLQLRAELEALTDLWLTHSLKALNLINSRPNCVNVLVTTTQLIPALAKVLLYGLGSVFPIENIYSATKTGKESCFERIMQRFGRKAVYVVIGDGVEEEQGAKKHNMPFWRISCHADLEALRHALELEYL
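Eya2 (0.2 uM) preincubated 10 min at ambient with compound, then OMFP substrate added at 50 uM; 10 min reaction in 50 mM HEPES pH 7.5, 50 mM NaCl, 5 uM MgCl2, 0.05% BSA, 1 mM DTT. Fluorescence read at Ex 485/Em 525 nm.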
ASM inhibitor = blocks human secretory acid sphingomyelinase; P17405; placental ASM, HMU-PC fluorogenic substrate, 60 min; Potency, µM (doses to about 57.5 µM), for inactives: at the highest dose activity change, negative = inhibition, actives largely listed as inhibitors; 0.006% of 340,000 active; AID 504937; also: potency is read from the fitted curve at half-maximal effect
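Fluorescence read-out (Ex 386 nm, Em 447 nm) after stopping the reaction at pH 10. Enzyme: ASM from human placenta; substrate HMU-PC0, 9 uM final; 60 min, 37 °C. Compound preincubation 10 min, ambient temperature.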
PKM2 activator = activators of human pyruvate kinase M2 | P14618 | purified PKM2, Kinase-Glo ATP luminescence, activation; response scale: 0% is enzyme alone, no compound | Potency, µM (top dose mostly 57.5 µM), for the others: at the highest dose activation, actives largely listed as activators | 0.34% of 260,000 active | AID 1631; also: potency is read from the fitted curve at half-maximal effect; % is scaled to controls: 0 for no effect and ±100 for the full control effect; nearly all actives have a fitted effect of over 55% in size
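Kinase-Glo luminescence reports ATP generated from ADP (0.1 mM) and PEP (0.5 mM) by purified hPK-M2 after 1 h at room temperature, pH 7.2 imidazole buffer; intermediate enzyme activity allows detecting inhibitors and activators.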
An asterisk follows results filed as active; ? = inconclusive; . = not tested or not shown; [ ] = remark or other dose. Unless noted, calls follow the shape of the dose curve; as a rule, active = well fitted curve in the direction sought with a large enough effect; inconclusive = small, poorly fitted or top-dose-only effect, or another doubt; inactive = no such curve, though single readings can be large; an effect the other way counts as inactive or inconclusive.

SMILES | USP2a inh | TSHR antag | KCNH2 WT inh | GALK inhibitor | Menin-MLL TR inh | MBNL1-CUG inh | Mito fusion act | Chronic BCR inh | Eya2 inh | ASM inhibitor | PKM2 activator
O=c1oc(-c2ccc(O)c(O)c2)cc2cc(O)cc(O)c12 | -6% | -5 | -9 | . | . | . | . | ? | 5% | -4% | .
CC(C)c1ccc(NC(=O)C2CCN(c3ncnc4c3nc3n4CCCCC3)CC2)cc1 | 1% | 11 | -2 | 8% | 2% | 3% | 1% | 0% | -28% | -1% | -5%[0.46 µM]
CCOc1ccc(CNC(=O)CCc2cn(Cc3ccccc3)c3ccccc23)cc1 | -5% | -11 | -3 | . | -1% | 2% | 0% | -3% | 0% | -11% | 1%
CC(C)(C)C(C(=O)Oc1ccccc1)c1ccccc1 (stereo not drawn) | 0% | -2 | 1 | . | . | . | -20% | 0% | -11% | 2% | .
C=CCn1c(SCC(=O)N2CCCC2)nc2c([nH]c3ccccc32)c1=O | -2% | 12 | -4 | -6% | 35%[activator] | 7% | 1% | ? | -8% | 3% | 5%
CCN(CC)S(=O)(=O)c1ccc2[nH]c(=O)cc(C(=O)Nc3ccc(C)cc3)c2c1 | 1% | -9 | -1 | 0% | -5% | 7% | 1% | 0% | -14% | -10% | 9%
Cc1[nH]c2ccccc2c1/C=N/Nc1ccc([N+](=O)[O-])cc1S(=O)(=O)Nc1ccc(Cl)cc1 | 3% | 1 | -10 | 0% | ? | -1% | 5% | ? | 0% | -4% | 0%
O=C(CC1C(=O)NCCN1Cc1ccccc1C(F)(F)F)NCCn1cccn1 (stereo not drawn) | 1% | 6 | -9 | -2% | -2% | 6% | -1% | ? | -2% | 9% | 20%
Cc1cc(C)c(C)c(S(=O)(=O)N2CCN(C(=O)c3ccccc3OCc3c(C)noc3C)CC2)c1C | 0% | -1 | -8 | . | . | . | 5% | 4% | 14% | -3% | .
O=C(CN1CCN(c2ccccc2O)CC1)Nc1cc([N+](=O)[O-])ccc1Cl | 2% | -7 | -7 | 0% | 5% | ? | 9% | -4% | 1% | -7% | 4%
CCOC(=O)Cc1csc(-n2sc3ccccc3c2=O)n1 | 4% | -4 | -4 | 4% | ? | 34%[activator] | 0% | -3% | 15% | 6% | 5%
Cc1[nH]c(C)c(S(=O)(=O)NCc2ccc(N(C)C)cc2)c1C(=O)N1CCCC1 | 0% | -7 | -5 | 0% | 6% | -2% | -9% | 0% | -18% | 1% | .
CCN(CC(=O)Nc1ccc(OC)c(OC)c1)S(=O)(=O)c1ccc(C)cc1 | 2% | -6 | -1 | 2% | -20% | -3% | -1% | ? | -25% | 4% | -5%
COc1ccc(/C=C2\SC(=O)N(CC(=O)NC3C=CS(=O)(=O)C3)C2=O)cc1 (stereo not drawn) | 4% | 3 | 4 | -3% | 13% | ? | 1% | -1% | 3% | 2% | .
C/C(=N\NC(=O)c1nnn(-c2nonc2N)c1-c1ccc2c(c1)OCO2)c1ccc(C)cc1 | -3% | -9 | 4 | 3% | . | -8% | -3% | -7% | 8% | 0% | .
Cc1ccc(NC(=O)CN(C)C(=O)c2cc(-c3ccco3)nc3ccccc23)cc1 | ? | 7 | 5 | . | . | . | 8% | 2% | -22% | 149%[activator] | .
Cc1ccc(C)c(NC(=O)CSc2nncn2C)c1 | -1% | -4 | -6 | -3% | 8% | 1% | -2% | 1% | -3% | 5% | 3%
O=C(Nc1ccc2ccccc2c1)c1ccc(Cl)cc1Cl | 4% | -13 | -10 | 3% | ? | -6% | 1% | 11% | -8% | -2% | -7%
O=[N+]([O-])c1ccc(-c2ccc(S(=O)(=O)N3CCOCC3)cc2)cc1 | -1% | 6 | 14 | -1% | 13% | 17% | 0% | ? | 12% | 4% | -6%
CCCCCOCC1CC(C/C(C)=N/NC(N)=O)(C(=O)OCC)C(=O)O1 (stereo not drawn) | 0% | 2 | -2 | -1% | . | . | -2% | -1% | 0% | 8% | -3%
O=C(NC1CCCC1)C(c1ccc(N2CCOCC2)cc1)N(Cc1ccccc1)C(=O)c1ccco1 (stereo not drawn) | 5% | -10 | 10 | 3% | -11% | 3% | -4% | -1% | -1% | 0% | 0%
O=c1c2c3c(sc2n2cnnc2n1C1CCCCC1)CCC3 | 0% | 10 | . | 7% | -1% | -6% | 1% | ? | 12% | . | -5%
COc1ccc(CNC(=O)COC(=O)/C=C/c2ccc(Cl)cc2)cc1 | 0% | 0 | -8 | 4% | 15% | 0% | 0% | 0% | 3% | -4% | 0%
O=C(CN1C(=O)c2ccccc2S1(=O)=O)c1cccc(Br)c1 | 0% | -6 | 11 | -4% | . | 1% | 1% | 3% | -15% | -1% | -2%

An excerpt from above, reduced to KCNH2 WT inh, MBNL1-CUG inh and ASM inhibitor:
structure,KCNH2 WT inh,MBNL1-CUG inh,ASM inhibitor
C/C(=N\NC(=O)c1nnn(-c2nonc2N)c1-c1ccc2c(c1)OCO2)c1ccc(C)cc1,4,-8%,0%
Cc1ccc(NC(=O)CN(C)C(=O)c2cc(-c3ccco3)nc3ccccc23)cc1,5,.,149%[activator]
Cc1ccc(C)c(NC(=O)CSc2nncn2C)c1,-6,1%,5%

Further compounds follow.
SMILES | USP2a inh | TSHR antag | KCNH2 WT inh | GALK inhibitor | Menin-MLL TR inh | MBNL1-CUG inh | Mito fusion act | Chronic BCR inh | Eya2 inh | ASM inhibitor | PKM2 activator
Cc1ccc(CNC(=O)Cn2cnc3c(OCc4ccccc4)ncnc32)o1 | -2% | -4 | -2 | . | . | . | . | 17% | -8% | 3% | .
Cn1cccc1/C=N/NC(=O)Cc1cccc2ccccc12 | 1% | -1 | 0 | -1% | 2% | 11% | 11% | -17% | -4% | -1% | 2%
Cc1cccc(-n2c(SCC(=O)NCc3ccco3)nc3ccccc3c2=O)c1 | -1% | 0 | 15 | 18% | 1% | -6% | 1% | 1% | -12% | -4% | 0%
CCc1ccccc1N1C(=O)C2C3CC(=O)C(c4ccccc43)C2C1=O (stereo not drawn) | 1% | -4 | -10 | -1% | 0% | -1% | 1% | 0% | -1% | 1% | 0%
CC1(C)C(C(=O)O)N2C(=O)C(NC(=O)Cc3ccccc3)C2S1=O (stereo not drawn) | 4% | -16 | -6 | -3% | -11% | -3% | -2% | 0% | -2% | -1% | -1%
O=c1[nH]c(SCc2ccccc2Cl)nc2[nH]ncc12 | 0% | 10 | 4 | 6% | 1% | -5% | 7% | ? | ? | 2% | 7%
CCc1nc2ccccc2n1CC(=O)OCC(=O)N(CC(C)C)c1c(N)n(Cc2ccccc2)c(=O)[nH]c1=O | 1% | -3 | 0 | . | . | . | 1% | -3% | -6% | 1% | .
CCOc1ccccc1NC(=O)c1cc(S(=O)(=O)N2CCC3(CC2)OCCO3)ccc1F | 0% | -3 | -10 | 0% | -4% | ? | 3% | ? | 18% | 1% | 5%
O=C(Cc1cccc2ccccc12)N/N=C/c1ccc(F)cc1 | -3% | -29 | -10 | 4% | -1% | 4% | -3% | -3% | -2% | -2% | 14%
Cc1ccc(C)c(C(=O)Nc2nc3ccccc3[nH]2)c1 | 0% | -17 | -2 | -1% | -12% | -2% | -5% | -18% | -11% | 3% | .
Cc1oc2c(C)c3oc(=O)c(CCC(=O)O)c(C)c3cc2c1-c1ccccc1 | 0% | -10 | . | -4% | 12% | 20% | 3.5µM* | -2% | ? | 25% | .

The list is partial (hit frequency here may not be typical).
